# Bioassay records: PubChem, ICCB-Longwood Screening Facility, Harvard Medical School
# Polio RdRp inh: poliovirus RdRp elongation inhibitors, primary screen, biochemical, fluorescence polarization, total intensity; Genome polyprotein (Poliovirus type 1 (strain Mahoney)), P03300; poliovirus polymerase elongation; active compounds read low; % elongation, % (compound at 16.7 µg/mL); 150,000 tested, 0.66% active; AID 588519, 2011; in the data active means % elongation below about 90%; further: some results filed as inactive read as strong as hits
# Target sequence (P03300 1749-2209 limits assumed): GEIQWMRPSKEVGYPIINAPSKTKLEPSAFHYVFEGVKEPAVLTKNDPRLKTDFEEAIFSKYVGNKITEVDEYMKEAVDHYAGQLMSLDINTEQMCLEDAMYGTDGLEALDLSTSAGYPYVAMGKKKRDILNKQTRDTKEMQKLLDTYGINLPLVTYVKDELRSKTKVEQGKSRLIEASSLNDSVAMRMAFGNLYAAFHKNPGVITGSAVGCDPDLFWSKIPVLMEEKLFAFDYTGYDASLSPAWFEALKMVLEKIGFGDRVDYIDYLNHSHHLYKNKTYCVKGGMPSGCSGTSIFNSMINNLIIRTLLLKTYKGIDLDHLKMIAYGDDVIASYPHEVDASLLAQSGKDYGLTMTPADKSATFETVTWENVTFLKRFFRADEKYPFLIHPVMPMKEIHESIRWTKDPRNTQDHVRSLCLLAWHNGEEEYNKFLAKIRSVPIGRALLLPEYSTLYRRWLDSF
# Polio RdRp inh FP z-score: second read-out of Polio RdRp inh, no call of its own (marks repeat the call); z-score; measured here: FP z-score; hits read low
# Starred values were filed as active, the others as inactive; & = joins results of further samples. Not all compounds are listed. The share of hits here may be higher or lower than overall.
# Start of the data: the first 2 records as a preview:
SMILES,Polio RdRp inh,Polio RdRp inh FP z-score
CCc1ccc2occ(CC(=O)Nc3ccc(C)c(C)c3)c2c1,113,-0.2
CCCc1nnc(NC(=O)c2ccccc2)s1,104,0.4

# All compounds of this part (from the top)
SMILES,Polio RdRp inh,Polio RdRp inh FP z-score
CCc1ccc2occ(CC(=O)Nc3ccc(C)c(C)c3)c2c1,113,-0.2
CCCc1nnc(NC(=O)c2ccccc2)s1,104,0.4
Cc1ccc(NC(=O)C(Cc2ccccc2)NS(=O)(=O)c2ccc3c(c2)oc(=O)n3C)cc1C (configuration not stated),101,-1.8
CCN(CC(=O)NCc1ccc2c(c1)OCO2)S(=O)(=O)c1ccc(F)cc1,100,-0.3
Cc1c(C(=O)O)[nH]c2c1/C(=N/N1CC(=O)NC1=O)CC(C)(C)C2,99,-0.5
CN(CCc1ccccn1)C(=O)c1cc(-c2cccs2)nc2ccccc12,102,0.1
Cc1cc(C)nc(NCCC(=O)O)n1,100,-1
O=c1ccc(-c2ccc(S(=O)(=O)Nc3ccccc3)s2)n[nH]1,103,0.2
CN(Cc1ccco1)S(=O)(=O)c1nnc(NC(=O)c2ccccc2)s1,109,0.1
CCc1ccc(NC(=O)c2cc3c(=O)n(Cc4cccnc4)ccc3nc2C)cc1,100,-1.2
O=C1OCCC1Sc1nc2ccccc2[nH]1 (configuration not stated),103,0
CCOc1ccc2oc(=O)cc(CN3CCN(C(=O)c4ccc(OC)c(OC)c4)CC3)c2c1,107,0.1
Cn1c2ccccc2c2c(C(=O)NCc3ccco3)cn(C3CCCCC3)c(=O)c21,99,-0.5
Cc1ccc2ncc(C(=O)Nc3ccc(OC(F)(F)F)cc3)c(=O)n2c1,98,-1.9
O=C(CCn1ccc2cc(S(=O)(=O)N3CCCC3)ccc21)NCc1cccc(Cl)c1,106,-0.5
CN(C)C(=O)COC(=O)c1ccc(-c2ccc(C(=O)OCC(=O)N(C)C)s2)s1,103,0.1
Cc1ccc(N=C2SC(C(=O)Nc3cccc(C#N)c3)C(N)=C2C(=O)N2CCCC2)c(C)c1 (configuration not stated),106,0.4
CC1=CC(C)C(C2OC(C)C(C)O2)C(C)C1 (configuration not stated),102,-0.1
O=C1Nc2ccccc2C(=O)C1=Ic1ccccc1,106,0.2
COC(=O)Cn1cc(C(=O)OC)c2ccccc21,102,-0.1
Brc1ccc(OCc2nnc3n2CCC3)cc1,104,0.3
CCN1CCCC1CNC(=O)c1ccccc1Oc1ccccc1 (configuration not stated),104,0.1
NNC(=O)c1cc(COc2c(Cl)cccc2Cl)on1,106,0.6
Cc1ccc(S(=O)(=O)N2CCOC2=O)cc1,103,0.2
COc1cc2ccccc2cc1C(=O)OCC(=O)NC1CC1,99,-1
COc1ccc(CN2C(=O)c3cccnc3C2=O)cc1S(=O)(=O)NCc1ccc(C)cc1,102,0
N#Cc1cc2ccc(O)cc2oc1=N,81,-2.3
CC(C)C(NS(=O)(=O)c1ccc2c(c1)C(C)(C)C(=O)N2C)C(=O)NCc1ccc(F)cc1 (configuration not stated),102,0
O=C(/C=C/Nc1ccccc1F)c1cccs1,103,1
O=C(O)CSc1nnc2c(n1)[nH]c1ccccc12,101,-0.4
COC(=O)C(CC(C)C)NC(=O)c1ccc(OC(C)=O)cc1 (configuration not stated),100,-0.1
CCOc1cc(C)c(Cl)cc1S(=O)(=O)n1nnc2ccccc21,99,-0.1
Cc1ccccc1-c1nnc(SC(C)C)o1,104,0.2
O=C(O)/C=C/c1ccc(Cl)cc1,103,0.4
CCOc1ccc(OCc2ccc(C(=O)NCc3cccnc3)o2)cc1,99,-0.5
Cn1c(=O)c2cc(C(=O)NCCCN3CCN(c4cccc(Cl)c4)CC3)sc2c2ccccc21,101,-0.4
COc1ccccc1NC1CCCCC1NS(=O)(=O)c1ccccc1 (configuration not stated),105,0.6
COc1ccccc1C(=O)Nc1nnc(S(=O)(=O)N2CCCCCC2)s1,102,-1.6
Cc1ccccc1NC(=O)Cn1c(=O)n(C2CCCCC2)c(=O)c2cccnc21,103,1.3
CC12CCC(c3c(COC(=O)c4ccco4)nn(-c4ccccc4)c31)C2(C)C (configuration not stated),99,-0.2
CC(C)(C)c1ccc(NC(=O)c2ccc(C(C)(C)C)s2)cc1,106,0.6
CCOc1ccc2oc(=O)cc(CN(C)Cc3ccccc3)c2c1,100,-1.1
Cc1ccc(OCC(=O)NN)cc1,101,-0.3
O=C(COC(=O)c1ccc(Cl)cc1NC(=O)c1ccc(Cl)cc1)c1ccccc1,102,-0.2
Oc1[nH]c2ccccc2c1C=Nc1cccc(Cl)c1,100,-0.1

# 4 records picked at random from the list so far:
SMILES,Polio RdRp inh,Polio RdRp inh FP z-score
O=C(COC(=O)c1ccc(Cl)cc1NC(=O)c1ccc(Cl)cc1)c1ccccc1,102,-0.2
CCOc1ccc2oc(=O)cc(CN(C)Cc3ccccc3)c2c1,100,-1.1
COC(=O)C(CC(C)C)NC(=O)c1ccc(OC(C)=O)cc1 (configuration not stated),100,-0.1
CCOc1ccc(OCc2ccc(C(=O)NCc3cccnc3)o2)cc1,99,-0.5

# (further entries)
SMILES,Polio RdRp inh,Polio RdRp inh FP z-score
Cc1noc(-c2ccc(-c3noc(-c4ccc(F)cc4)n3)cc2)n1,98,-2.1
COc1cc2c3c(c1OC)C1(C=CC(=O)C=C1)CC3NCC2 (configuration not stated),100,0
Cc1ccc(NC(=O)c2ccc(NC(=O)N3CCSc4nc(C)cc(C)c43)cc2)c(Cl)c1,104,-0.2
CCCn1c(CNC(=O)CC)nc2ccccc21,98,-0.3
O=C(NC1=NN(c2ccccc2)CC1)Nc1ccccc1F,100,-0.2
Cc1csc2nc(COC(=O)c3ccc(NC(=O)C(C)Oc4ccccc4)cc3)cc(=O)n12 (configuration not stated),111,1.1
Cc1cccc(Nc2cc(=O)[nH]c(=O)[nH]2)c1C,109,0.6
CCCSc1nc2sc3c(c2c(=O)n1-c1ccc(C)c(Cl)c1)CCN(C(C)=O)C3,107,0.6
CN(C)S(=O)(=O)c1cccc(C(=O)N2CCc3ccccc3C2)c1,103,0.4
Cc1ccccc1C(=O)NNC1=NCCC1,105,0.3
O=C(CN1C(=O)C2C3C=CC(C3)C2C1=O)NCCc1ccccc1 (configuration not stated),99,-0.3
CN1CCN(CCSc2ccc(Cl)cc2)CC1,98,-0.7
O=C(c1ccc2nc3ccc(Cl)cc3c(=O)n2c1)N1CCCCCC1,102,0.7
COc1cc(C(=O)O)ccc1OC(C)C,102,0.3
CN(C)c1cccc(C(=O)N2CCC(c3ccncc3)CC2)c1,105,-0.4
Cn1c(-c2ccc3c(c2)OCO3)cc(=O)c2ccccc21,98,-0.2
Cc1cc(F)ccc1S(=O)(=O)Nc1ccc2oc(C)c(C(=O)OC(C)C)c2c1,98,-0.5
O=C1NC2=C(C(=O)NNC2)C(c2cccs2)N1 (configuration not stated),101,-0.1
O=C(Nc1nnc(S(=O)(=O)N2CCCCCC2)s1)c1ccccc1,101,-1.8
COC(=O)CC1c2cc(OC)c(OC)cc2CCN1C(=O)c1cccc(C#N)c1 (configuration not stated),103,0
CCOC(=O)Cn1c2[n+](c3ccccc31)CC(O)CS2 (configuration not stated),102,0.2
Cc1cccc(OCC(O)CN2CC3(C)CC2CC(C)(C)C3)c1 (configuration not stated),95,-0.4
CC(C)Cn1cc(NC(=O)N2CCN(c3ccccc3)CC2)c2ccccc2c1=O,98,-0.9
CCOc1ccc(C(=O)c2cn(Cc3cccc(OC)c3)c3cc4c(cc3c2=O)OCO4)cc1,106,-0.5
O=C(O)c1cc(Cl)ccc1S(=O)c1ccccc1CO (configuration not stated),101,0
CC1CC(C)CN(C(=O)COC(=O)c2ccc(Cl)cc2)C1 (configuration not stated),101,-0.2
Cc1ccc(OC(=O)c2sc3nc(-c4ccc(Cl)cc4)nn3c2C)cc1,106,0.6
COc1ccc(-n2c(C)cc(/C=C3/C(=O)NC(=O)N(Cc4ccco4)C3=O)c2C)cc1,96,-1
COc1ccc(NC(=O)c2ccccn2)cc1OC,101,-0.2
CCOC(=O)c1c(S(=O)(=O)N2CCC(C(=O)NCc3cccc(C)c3)CC2)c(C)n(C)c1C,106,0
CCN(CC)S(=O)(=O)c1cccc(C(=O)Oc2cccnc2)c1,101,0
O=C(CC1C(=O)N(c2ccccc2)C(=S)N1NC(=O)c1ccncc1)NCCc1ccccc1 (configuration not stated),100,-0.7
Fc1ccc(CNC2CC2)cc1,102,-0.1
Cc1cc(C)cc(-n2c(-c3ccccc3)c(C)n3c4c(=O)n(C)c(=O)n(C)c4nc23)c1,106,0.5
c1ccc(Cc2[nH]nc3ccccc23)cc1,102,0.2
CCc1ccc(NC(=O)c2ccc3oc(=O)n(Cc4ccccc4)c3c2)cc1,101,-1.1
Cc1ccc(C)c(N2CCN(CCCNC(=O)c3ccc4nc(CCc5ccccc5)oc4c3)CC2)c1,110,0.6
COc1cc(-c2noc(-c3ccc(N4CCCC4)c([N+](=O)[O-])c3)n2)cc(OC)c1OC,110,0.5
CC(CNC(=O)CCCn1c(=O)c2cccn2c2cccnc21)c1ccccc1 (configuration not stated),98,-1.6
CC(=O)N1CCc2c(sc3c2c(=O)n(-c2ccccc2)c(=O)n3CC(=O)Nc2cc(C)cc(C)c2)C1,107,0.3
CC(=O)Nc1nnc(SCc2cc(=O)c3cccc(Cl)c3[nH]2)s1,100,-1.3
C=CCOc1ccccc1CN(C(=O)c1c(C)noc1C)c1ccc2c(c1)OCCO2,105,0.8
CC(C)CC(N)C(O)C(F)(F)F (configuration not stated),101,0.1
Cc1ccc(Cn2nc(C)c3cc(C(=O)O)sc32)cc1,99,-0.4
CCOC(=O)CS(=O)c1nc2c(c(C(F)(F)F)n1)CCc1ccccc1-2 (configuration not stated),104,0.6

# Nothing new here: 2 of the compounds above.
SMILES,Polio RdRp inh,Polio RdRp inh FP z-score
CCN(CC)S(=O)(=O)c1cccc(C(=O)Oc2cccnc2)c1,101,0
O=C(CC1C(=O)N(c2ccccc2)C(=S)N1NC(=O)c1ccncc1)NCCc1ccccc1 (configuration not stated),100,-0.7

# Carrying on:
SMILES,Polio RdRp inh,Polio RdRp inh FP z-score
Cc1ccc2c(c1)N(CC(=O)OCC(=O)NCc1ccccc1)C(=O)CO2,101,-0.2
Cc1oc2ncnc(N3CCCCC3)c2c1C(=O)NCC1CCN(Cc2ccc(F)cc2)CC1,106,-0.2
CC(C)NC(=O)NC1CCCCNC1=O (configuration not stated),107,0.5
CCN(CC)S(=O)(=O)c1ccc(NC2c3ccccc3C(=O)N2Cc2ccco2)cc1 (configuration not stated),101,0.4
Cc1cnc(NC(=O)COc2ccccc2Cl)s1,103,0
Cn1c(=O)c2c(nc(SCC(=O)Nc3ccccc3F)n2Cc2ccccc2F)n(C)c1=O,105,0.2
Cc1cc(C(F)(F)F)nc(SCc2ccc(C(=O)O)o2)n1,98,-0.5
Cc1ccc2c(c1)c1c(n2CC(O)CNCc2ccco2)C(=O)CCC1 (configuration not stated),101,-0.3
CS(=O)(=O)c1ccc(C(=O)NCc2ccccc2)cc1,105,0.4
COc1ccc(OC)c(C2C(C(=O)N3CCCCC3)=C(C)Nc3nc4ccccc4n32)c1 (configuration not stated),103,-0.7
O=C(OC1CSC1)c1cccs1,104,0.1
COc1ccc2c(CNCCc3ccco3)c(C(=O)O)n(Cc3ccc(C)cc3)c2c1,111,0.7
O=C(NN=C1CCCCC1)C1CC1c1ccccc1 (configuration not stated),101,-0.1
CN1CCN(C(=O)c2ccc3c(c2)N(Cc2ccc(F)cc2)C(=O)c2ccccc2S3=O)CC1 (configuration not stated),108,0.3
[C-]#[N+]c1cc(-c2ccncc2)c(C)[nH]c1=O,102&101,0.5&0.3

# Some of the entries above in another layout:
# Results follow in this order: Polio RdRp inh | Polio RdRp inh FP z-score
> COc1ccc(OC)c(C2C(C(=O)N3CCCCC3)=C(C)Nc3nc4ccccc4n32)c1 (configuration not stated)
→ 103 | -0.7
> O=C(OC1CSC1)c1cccs1
→ 104 | 0.1
> COc1ccc2c(CNCCc3ccco3)c(C(=O)O)n(Cc3ccc(C)cc3)c2c1
→ 111 | 0.7
> O=C(NN=C1CCCCC1)C1CC1c1ccccc1 (configuration not stated)
→ 101 | -0.1
> CN1CCN(C(=O)c2ccc3c(c2)N(Cc2ccc(F)cc2)C(=O)c2ccccc2S3=O)CC1 (configuration not stated)
→ 108 | 0.3
> [C-]#[N+]c1cc(-c2ccncc2)c(C)[nH]c1=O
→ 102&101 | 0.5&0.3

# Remaining list, next part:
SMILES,Polio RdRp inh,Polio RdRp inh FP z-score
Cc1cc(C)n(-c2nc3ccccc3nc2Nc2cccc(C)c2C)n1,102,-0.8
CC(=O)c1cc(-c2ccccc2)n(CC(=O)NC2CCCCC2)c1C,105,0.1
CSc1nc(N)c2ccccc2n1,99,-0.6
CCOC(=O)c1cccc(NS(=O)(=O)c2cc(-c3cnc(C)o3)ccc2OC)c1,99,-1.5
CC(C)CN(CC(C)C)S(=O)(=O)c1ccc2c(c1)CCCC(=O)N2,100,-0.5
CCOC(=O)C1CCN(C(=O)CSC2CCCCC2)CC1,101,-0.1
CCCSc1nc(C2CC2)nc2c1c(=O)n(C)c(=O)n2CCC,106,0.3
COC(=O)c1ccc(NC(=O)c2cccc(C(=O)Nc3ccc(C(=O)OC)cc3)c2)cc1,98,-1.3
C/C(CCc1ccccc1)=N/NC(=O)c1ccc(O)cc1,101,0.4
CC(C)(C)SCCNc1nc(Oc2ccc(F)cc2)nc(Oc2ccc(F)cc2)n1,104,-0.2
Cn1ccnc1P(=O)(O)c1ccccc1,88*,-1.1*
O=C(NCCO)c1ccc(-c2nnc(Nc3ccc(OC(F)(F)Cl)cc3)c3ccccc23)cc1,106,0.4
NC(=O)C1CCCN(C(=O)Nc2cccc(C(F)(F)F)c2)C1 (configuration not stated),100,-1
CN(Cc1ccccc1)C(=O)CN(C)S(=O)(=O)c1ccc2[nH]c3c(c2c1)CCCC3,103,0.1
O=C(CCC(=O)c1ccc(Cl)s1)NC1CCCC1,120,1.6
